esBAF inh = SWI/SNF esBAF complex inhibition; 2% of 350,000 active; reporter increase, % at 12.5 µM; mouse ES cells, Bmi1-luciferase knock-in reporter, 24 h; 100% = twice the neutral-well signal; in the data active = activation above about 40%;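 note: 0% = median of the plate's neutral control wells and 100% = double that signal; a rise in the Bmi1 reporter signal indicates esBAF inhibition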
GSIS activator = primary screen for activators of insulin secretion dependent on glucose, INS-1E cells, GLuc reporter luminescence | INS-1E GLuc reporter insulin secretion, 2-3 h | activation, % at 16.6 µM | 0.61% of 370,000 active;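 active = lowest replicate activation of at least 40%, so every replicate reaches that level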;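 note: 0% = median of neutral control wells and 100% = median of IBMX positive control wells; some compounds called inactive have numbers as strong as hits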
ARNT-TACC3 inh = disrupts binding between human ARNT and TACC3; 0.66% of 390,000 active; inhibition, % at 9.99 µM; AlphaScreen His-ARNT PAS-B/GST-TACC3 binding, luminescence; TACC3 fragment carries E629A point mutation;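 active = mean inhibition of replicates at least 50% and at least half of replicates each reaching 50%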;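 note: 0% = complete ARNT plus TACC3 wells and 100% = ARNT alone without TACC3; many hits fall short of the cut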
RAD52 anneal inh = inhibitors of human RAD52 DNA annealing. inhibition, % at 18.7 µM. 0.46% of 360,000 active. AID 651710. recombinant RAD52 DNA annealing, FRET fluorescence. P43351;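 active = every replicate showing at least 50% inhibition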
RAD54 branch = RAD54 (human) branch migration inhibition. RAD54 Holliday junction branch migration, FAM/BHQ fluorescence. inhibition, % at 10.4 µM. 0.14% of 360,000 active. AID 602329;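 active = mean normalized replicate activity at least 40 and at least half of replicates scoring 40 or more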;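 note: 0% = median of neutral control wells and 100% = median of positive control wells; inhibitors cause a drop in the FAM fluorescence signal; in these data hits start at about 50%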
Target sequence (Q92698 whole entry, looked up): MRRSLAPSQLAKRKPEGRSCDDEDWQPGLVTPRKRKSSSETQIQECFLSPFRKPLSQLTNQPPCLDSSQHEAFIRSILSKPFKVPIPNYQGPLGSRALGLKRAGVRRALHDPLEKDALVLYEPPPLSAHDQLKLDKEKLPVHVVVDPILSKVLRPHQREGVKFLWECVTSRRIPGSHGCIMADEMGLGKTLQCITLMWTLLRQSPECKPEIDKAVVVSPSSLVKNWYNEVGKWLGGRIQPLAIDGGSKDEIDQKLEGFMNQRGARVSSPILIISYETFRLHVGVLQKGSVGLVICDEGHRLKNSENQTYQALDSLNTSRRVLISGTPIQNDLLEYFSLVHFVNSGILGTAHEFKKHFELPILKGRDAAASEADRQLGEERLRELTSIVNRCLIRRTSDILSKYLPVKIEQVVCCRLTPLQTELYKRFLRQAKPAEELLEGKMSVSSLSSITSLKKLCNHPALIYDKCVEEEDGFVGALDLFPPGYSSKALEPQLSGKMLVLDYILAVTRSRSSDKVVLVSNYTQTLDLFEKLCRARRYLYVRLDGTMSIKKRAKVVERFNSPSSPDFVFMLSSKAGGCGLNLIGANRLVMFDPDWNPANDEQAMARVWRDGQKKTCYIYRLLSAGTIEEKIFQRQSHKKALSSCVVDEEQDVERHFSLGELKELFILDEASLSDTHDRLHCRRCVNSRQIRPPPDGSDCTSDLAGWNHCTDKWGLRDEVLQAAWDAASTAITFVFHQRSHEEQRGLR
ERAP1 inh = blocks human ERAP1 aminopeptidase activity; AID 652197; Q9NZ08; inhibition, % at 10.7 µM; 0.15% of 340,000 active; recombinant ERAP1, Leu-AMC fluorescence, 60 min;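 active = mean replicate inhibition of at least 30%, or all replicates individually reaching that 30% level; inactive = mean below 30% and not every replicate reaching it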;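 note: 0% = neutral control wells and 100% = L-leucinethiol positive control wells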
Xi reactivation = activators of X-chromosome reactivation in mouse fibroblasts | XiGFP mouse fibroblasts, % GFP-positive cells imaging, 3 d; cells co-treated with 5-aza-dC sensitizer; scaled so ellipticine positive control = 100% | activation, % at 7.58 µM | 0.055% of 360,000 active | AID 743238;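 active = mean normalized replicate activation at least 10% and every replicate at or above 10%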;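 note: 0% = median of on-plate neutral control wells and 100% = ellipticine 6 µM median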
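Assay system – SV40-immortalized XiGFP fibroblast cells, line 68-5-11 · Buffer or medium – DMEM supplemented with 5-aza-dC as sensitizing agent · Dosing – one concentration, pinned · Benchmarks – positive control ellipticine, 6 µM final · Times – 3 days compound exposure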
CFTR F508del cor = CFTR F508del correction in bronchial cells | CFBE cells, YFP halide quenching; stimulated with forskolin plus potentiator P3; % fluorescence drop versus neutral controls | activity (quench increase), % at 7.58 µM | 0.36% of 350,000 active | AID 720511;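 active = mean added fluorescence quench of at least 8% versus neutral control, with both replicates also reaching 8%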;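 note: cells transiently co-express mutant CFTR-F508del with the halide-sensitive YFP; corrector assay measuring rescue of mutant channel to the surface after 24 h compound exposure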
Numbers without * were called inactive; . = not tested or not shown; & = joins results of further samples. The order is random. Share with any hit: about 3.3%.

SMILES	esBAF inh	GSIS activator	ARNT-TACC3 inh	RAD52 anneal inh	RAD54 branch	ERAP1 inh	Xi reactivation	CFTR F508del cor
COc1ccc(CCNC(=O)COc2ccc(S(=O)(=O)NC(C)C)cc2)cc1OC	1	-4	-1	-3	.	-8	0.0	-1.5
CCN(CC)C(=O)[C@H]1CC(CC(=O)NCc2cccc(C(F)(F)F)c2)C(=O)N2CCc3c([nH]c4ccccc34)[C@]12C (stereo not given in full)	-3	-15	6	-1	-10	.	0.0	-0.7
CC1(C)CC(=O)C(N=Nc2cccc(F)c2C#N)=C(O)C1	-2	-21	3	-5	-6	3	0.0	-2.6
Cc1cccc2c1-c1sc(C(=O)Nc3nccs3)cc1CO2	47*	-7	-4	-15	3	13	0.0	-5.8
CC1=NCCN1S(=O)(=O)c1ccccc1[N+](=O)[O-]	.	3	0	-11	5	1	0.5	0.9
C[C@H](CO)N1C[C@H](C)[C@H](CN(C)C(=O)Nc2ccccc2)Oc2ccc(NC(=O)C3CC3)cc2CC1=O	2	5	1	-17	-22	-1	0.0	1.5
O=C(c1cc(C2CC2)on1)N1CCCC(N2CCN(c3ccc(F)cc3)CC2)C1 (stereo not given)	10	17	-9	-18	-8	-2	0.0	-2.7
CC1CN(Cc2cc(=O)oc3cc(O)ccc23)CC(C)O1 (stereo not given)	-6	38	32	-3	3	-41	0.3	-0.7
COc1ccc(NC(=O)Nc2ccc3c(c2)OC[C@@H](C)NC[C@@H](C)[C@H](OC)CN(C)C3=O)cc1	6	2	8	-1	8	0	0.5	.
C=CCNC(=S)N1CCC(C(N)=O)CC1	-3	8	-5	3	-5	-1	-0.1	-0.2
O=C(COC(=O)c1ccc(Br)o1)NCC1CCCCC1	1	.	-4	-7	-4	-2	0.2	-3.9
O=C1c2ccc(-c3ccc4c(c3)C(=O)N(CCO)C4=O)cc2C(=O)N1CCO	.	8	1	-14	.	.	-0.2	-1.1
O=C(CCS(=O)(=O)c1ccccc1)Nc1ccc(N2CCOCC2)cc1	.	-11	6	-8	.	-4	0.0	-3.2
CCCn1nc(C(=O)NNC(=O)C2CSC3(C)CCC(=O)N23)c2ccccc2c1=O (stereo not given)	.	14	-4	-10	.	-3	0.0	-2.8
C[C@@H]1CN([C@@H](C)CO)C(=O)CCCn2nncc2CO[C@H]1CN(C)S(=O)(=O)c1ccccc1	-1&-1&0	19&-8	-4&3	3&16&1	5&-5&-4	-3&3	0.4&0.4	0.5&-5.0&3.1
O=C(CN1CCCCCC1)N/N=C/c1cccs1	6	-13	-4	.	-5	.	.	.
O=C(Nc1sc2c(c1C(=O)O)CCC2)c1ccccc1Cl	-1	1	-3	-9	-5	2	0.1	0.9
COc1ccccc1NC(=O)Nc1ccc2c(c1)C(=O)N(C)C[C@H](OC)[C@@H](C)CN(C)[C@H](C)CO2	-2	2	-5	-14	9	.	0.7	-1.0
CCNc1nc(Oc2ccccc2)nc(OC(C)C(=O)OCC)n1 (stereo not given)	2	46	-6	.	-3	.	.	.
CC(C)(C)c1ccc(Oc2ccc(NC(=O)c3ccccc3C(=O)O)cn2)cc1	.	-25	.	-32	8	.	0.0	1.8
COCCNc1ncnc2c1ncn2[C@H]1CN(Cc2ccc(-c3ccccc3)cc2)C[C@@H](CO)O1	-1	-46	.	-10	-2	0	-0.1	-1.0
C[C@H](CO)N1C[C@H](C)[C@H](CN(C)Cc2cccc(C(F)(F)F)c2)Oc2ncc(-c3cccc(C(F)(F)F)c3)cc2C1=O	.	3	.	-10	.	.	0.2	1.7
COc1ccc(NC(=O)CN(C)C(=O)c2ccc(S(=O)(=O)Nc3ccccc3F)cc2)cc1	7	2	3	-11	2	-2	-0.1	-2.9
CCOC(=O)C1=C(CC)Nc2ccccc2N=C1NC(=O)CCNC(C)=O	-6	11	23	-3	1	-2	0.0	0.2
C[C@H]1CN([C@@H](C)CO)S(=O)(=O)c2ccc(-c3ccc(C#N)cc3)cc2O[C@@H]1CN(C)C	-2	37	0	23	8	-4	-1.9	-1.3

Further compounds follow:
SMILES	esBAF inh	GSIS activator	ARNT-TACC3 inh	RAD52 anneal inh	RAD54 branch	ERAP1 inh	Xi reactivation	CFTR F508del cor
C[C@H](CO)N1C[C@H](C)[C@@H](CN(C)C(=O)NC2CCCCC2)Oc2ccc(NC(=O)Cc3ccccc3)cc2CC1=O	3	1	0	11	3	2	-0.4	-0.4
COc1cccc2c(=O)n(CC(=O)N3CCN(c4ccccc4)CC3)ccc12	-2	.	-3	-1	3	1	0.1	-2.8
CCNC(=O)C1(C)CCN(C(=O)c2ccc3snnc3c2)C1 (stereo not given)	-3	30	.	-4	-5	0	-0.1	-2.1
O=S(=O)(c1ccccc1)N1C[C@H]2[C@@H](c3ccccc31)[C@@H](CO)N2Cc1ccc(F)cc1	-1	6	0	-11	-2	1	0.2	1.7
COCc1ccc(CN2CCC(n3nccc3NC(=O)C(OC)c3ccccc3)CC2)o1 (stereo not given)	.	8	.	5	-1	2	-0.1	3.4
COCC#Cc1ccc2c(c1)O[C@H](CN(C)C)[C@@H](C)CN([C@@H](C)CO)S2(=O)=O	1	6	-9	-9	4	1	-0.5	1.0
COc1ccc(-n2nc(C(=O)NCC(=O)NCCCN3CCCCCC3)c3ccccc3c2=O)cc1Cl	.	-4	-1	-26	.	-1	-0.1	-1.2
CCC(=O)Nc1ccc2c(c1)C(=O)N(C)C[C@H](OC)[C@@H](C)CN(CCc1ccccc1)[C@@H](C)CO2	2	-11	3	18	0	-1	0.4	3.2
O=C(CCS(=O)(=O)c1ccc(F)cc1)N1CCN(c2ccccc2)CC1	29	-2	1	-5	-4	0	0.0	-1.2
Cc1ccc(Nc2c(-c3ccco3)nc3nc(C)cc(C)n23)cc1	.	-8	-4	4	5	2	0.3	-0.7
O=C(Nc1cccc([N+](=O)[O-])c1)c1ccc(N2CCCC2=O)cc1	.	15	-4	-9	.	-1	0.2	-0.5
CNc1nc(-c2ccccc2)cc(-c2ccccc2)n1	-2	50*	-14	-8	12	-2	0.0	2.4
CCN1CCc2c(sc(NC(=O)c3ccc(S(=O)(=O)N4CCOCC4)cc3)c2C(N)=O)C1	4	3	2	27	43	10	0.0	-1.8
CCC(=O)N(C)C[C@@H]1Oc2ncc(Br)cc2C(=O)N([C@@H](C)CO)C[C@@H]1C	-4	17	-4	3	-8	-4	-0.7	-2.2
Cc1nn(Cc2cccc(C(=O)NC(C)c3ccc(C(C)(C)C)cc3)c2)c(C)c1[N+](=O)[O-] (stereo not given)	-34	-20	-8	.	-6	.	.	.
C[C@H](CO)N1C[C@H](C)[C@H](CN(C)C(=O)c2ccc(F)cc2)Oc2cc(C3=CCCCC3)ccc2S1(=O)=O	1	11	1	2	-5	3	-0.6	1.0
CO[C@H]1CN(C)C(=O)c2cc(NC(=O)C3CC3)ccc2OC[C@H](C)N(Cc2nccs2)C[C@@H]1C	-2	2	-1	1	10	0	-0.2	-2.5
COc1ccc(-c2c(C#Cc3ccsc3)c3cc(Br)ccc3n2C)cc1	-4	-1	-3	.	-4	.	0.0	-0.1
C[C@H]1CN([C@@H](C)CO)C(=O)Cc2cc(NC(=O)Nc3cccc4ccccc34)ccc2O[C@@H]1CN(C)S(=O)(=O)c1cccs1	1	14	14	.	1	.	0.1	-3.7
O=C(COC(=O)c1ccc(Br)o1)Nc1ccc(S(=O)(=O)N2CCCC2)cc1	-6	0	14	.	-6	.	.	.
CCN(CC)C(=O)C(=O)c1c(-c2ccccc2)[nH]c2ccccc12	.	15	1	.	-4	.	0.0	.
C[C@@H]1CN([C@H](C)CO)C(=O)c2cccc(NC(=O)Nc3ccc4c(c3)OCO4)c2O[C@@H]1CN(C)Cc1ccc(C(=O)O)cc1	2	-3	-3	0	-2	1	-1.1	2.5
O=C(Cc1cccc(NC(=O)C2CCN(C(=O)C3CCC3)CC2)c1)Nc1cccc(C(=O)N2CCCCC2)c1	7	-5	-5	-8	-5	0	-0.1	-3.5
O=c1nccc(Nc2ccccc2)[nH]1	4	14	4	8	2	-1	0.1	2.2
Cc1c(C(=O)NCc2ccc(C#N)cc2)sc(=O)n1Cc1ccc(C(=O)N(C)C)cc1	-2	-1	.	-17	6	.	0.0	1.2

Arranged by the number under CFTR F508del cor (smallest number first): three from the list above.
Structure,esBAF inh,GSIS activator,ARNT-TACC3 inh,RAD52 anneal inh,ERAP1 inh,CFTR F508del cor
COc1ccc(-c2c(C#Cc3ccsc3)c3cc(Br)ccc3n2C)cc1,-4,-1,-3,.,.,-0.1
C[C@H](CO)N1C[C@H](C)[C@H](CN(C)C(=O)c2ccc(F)cc2)Oc2cc(C3=CCCCC3)ccc2S1(=O)=O,1,11,1,2,3,1.0
CNc1nc(-c2ccccc2)cc(-c2ccccc2)n1,-2,50*,-14,-8,-2,2.4

Next section
SMILES	esBAF inh	GSIS activator	ARNT-TACC3 inh	RAD52 anneal inh	RAD54 branch	ERAP1 inh	Xi reactivation	CFTR F508del cor
CNC[C@H]1OCCCC[C@H](C)Oc2ccc(NC(=O)c3ccccc3)cc2C(=O)N([C@@H](C)CO)C[C@@H]1C	2	1	-3	-210	-18	-3	-0.1	1.5
O=C(O)C[C@@H]1C[C@H]2c3cc(NS(=O)(=O)c4ccc(F)cc4)ccc3O[C@H]2[C@@H](CO)O1	-3	6	0	0	1	-1	0.1	-4.7
CC(C)c1ccc(NC(=O)CC2Oc3ccccc3NC2=O)cc1 (stereo not given)	20	26	-7	-12	-23	-3	-0.1	-0.6
OCc1ncc(-c2ccccc2)s1	16	-4	-4	-7	-4	-2	0.0	1.6
O=C(Nc1ccc(Cl)cc1)c1sccc1-n1cccc1	.	-8	.	-6	.	-3	-0.1	1.5
COC(=O)C1=C(C)N(CC(C)C)C(=S)NC1c1ccc(Cl)cc1 (stereo not given)	.	-30	.	1	.	-2	0.1	-0.7
CC1CCC(NC(=O)CCC(=O)N2CC(C)Oc3ccccc32)CC1 (stereo not given)	55*	-26	-2	2	0	.	1.0	3.7
O=C1CC(c2ccccc2)CC(O)=C1C=NCc1ccccc1 (stereo not given)	-1	5	0	-1	7	-1	.	0.0
CN(Cc1ccon1)C(=O)CC1C(=O)NCCN1CC(C)(C)C (stereo not given)	.	2	8	-15	.	-2	0.3	0.6
Cc1ccc(S(=O)(=O)N2CCCCC2)cc1NC(=O)c1cc(=O)[nH]c2ccccc12	5	21	2	-33	9	6	0.0	2.7
On1c(-c2ccccc2Cl)nc2ccccc21	.	12	-13	-2	.	3	0.0	2.3
Cc1ccc2nc(NC(=O)CSc3nncc(=O)n3N)sc2c1	.	24	2	.	-2	.	0.1	.
CCOC1=C2[C@@H](CN(S(=O)(=O)c3ccc(C)cc3)[C@H]2c2ccccc2Cl)[C@H]2C(=O)NC(=O)[C@H]2C1	4	-6	.	-18	0	-3	0.0	1.1
COc1ccc(OC)c(NC(=O)c2cccc(S(=O)(=O)N3CCN(C(C)=O)CC3)c2)c1	-1	7	-16	1	1	8	0.0	2.0
COC(=O)Nc1cc(C(F)(F)F)ccc1N1CCN(c2ccccc2)CC1	0	-4	-16	-1	-12	-4	.	1.0
COCC(=O)N1CCN(c2nc3ccccc3o2)CC1	8	12	-1	-14	2	0	-0.1	0.9
O=C(C[C@H]1C=C[C@@H](NC(=O)Cc2ccccn2)[C@@H](CO)O1)NCCCN1CCOCC1	-5	4	-1	2	0	1	0.1	1.3
O=C(C[C@@H]1CC[C@H](NC(=O)NC2CCCCC2)[C@@H](CO)O1)NCc1ccc(F)cc1	-3	6	13	-15	-14	-1	0.0	-0.8
NNC(=O)c1cc(-c2ccc(O)cc2)nc2ccc(Br)cc12	-4	-30	9	-8	-3	-7	0.0	3.8
C[C@@H]1CN([C@H](C)CO)C(=O)c2cc(/C=C/c3ccccc3)cnc2O[C@@H]1CN(C)C	5	12	-5	19	2	3	-0.1	0.5

Assay outcomes deposited in PubChem by Broad Institute.
